TCR act = Activators of T cell receptors: qHTS campaign | Potency, µM (top dose mostly 9.22 µM), for the others: at the highest dose activation of IL-2 secretion, usual class: activators | primary human leukocytes, anti-CD3, IL-2 HTRF, 48 h | AID 504894, 2011 | 330,000 tested, under 10 active; further: % of control where 0% means no effect
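Readout: HTRF IL-2, Eu-cryptate/d2 antibody pair, 320nm excitation, 665nm emission. Stimulus: a-CD3 beads, no co-stimulation. Cells: primary human leukocytes. Exposure: 48 hr with compound.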
Integrin act MD = qHTS for Activators of Integrin-Mediated Alleviation for Muscular Dystrophy. alpha7betagal myoblasts, beta-gal FDG fluorescence, 48 h. Potency, µM (top dose mostly 38.3 µM), for inactives: at the highest dose activation, hits mostly activators. 350,000 compounds, 0.064% hits. AID 624291, 2012;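 further: potency means the concentration at half of the fitted maximal effect; 100% = response of the positive control SU9516; nearly all actives have a fitted effect of over 60% in size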
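alpha7betagal+/- myoblasts (passage 13, 250/well) treated 48 h at 37C with compounds at 1:260 dilution of DMSO stock. Lysed, then beta-galactosidase activity read as FDG fluorescence (ex 480/em 540) after 30 min, with pre-read for autofluorescence.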
TSG101-PTAP inh = qHTS Assay for Iinhibitors of HIV-1 Budding by Blocking the Interaction of PTAP/TSG101; Tumor susceptibility gene 101 protein (Homo sapiens), Q99816; Potency, µM (series often up to 115 µM), without a hit: top-dose activity change, negative = inhibition, hits mostly inhibitors; Fluorescence polarization, FITC-PTAP peptide / Tsg101 binding; AID 493005, 2010; 340,000 tested, under 10 active; active means well fitted inhibition curve with a large enough effect in the main read-out, with a control signal flat, not every such curve was filed as active; inconclusive means small, poorly fitted or top-dose-only effect, or effect the other way, or a change in a side signal; inactive means no such curve, though single readings can be large or run the other way; further: potency means the concentration at half of the fitted maximal effect; % of control where 0% means no effect
Target sequence (Q99816 whole entry, looked up): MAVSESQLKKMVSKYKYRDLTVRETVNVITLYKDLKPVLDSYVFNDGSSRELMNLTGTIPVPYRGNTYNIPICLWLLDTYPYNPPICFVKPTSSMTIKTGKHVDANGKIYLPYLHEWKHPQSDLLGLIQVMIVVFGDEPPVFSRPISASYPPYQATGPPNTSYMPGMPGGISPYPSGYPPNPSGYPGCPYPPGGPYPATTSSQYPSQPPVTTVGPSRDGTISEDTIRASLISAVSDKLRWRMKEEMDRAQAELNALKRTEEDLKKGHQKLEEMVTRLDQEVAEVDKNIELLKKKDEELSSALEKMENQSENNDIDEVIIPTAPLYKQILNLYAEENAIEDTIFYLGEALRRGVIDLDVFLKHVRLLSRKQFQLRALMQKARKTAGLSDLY
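Fluorescence polarization binding of Tsg101 binding domain (10 uM final) to FITC-labeled PTAP peptide (50 nM final) in HEPES pH 7.5 buffer with NaCl, Tween 20, EDTA, TCEP. Compounds added before peptide; binding 20 min at RT.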
p53 reactivation = qHTS assay for re-activators of p53 using a Luc reporter; H1299 p53-A138V BP100-luciferase reporter, luminescence, 24 h; Potency, µM (titrated, usually from 92.2 µM), for inactives: at the highest dose activity change, positive = activation, most hits filed as activators; 320,000 compounds, 0.063% hits; further: potency means the concentration at half of the fitted maximal effect; % of control where 0% means no effect; nearly all actives have a fitted effect of over 45% in size
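H1299 (p53-null), stable ts p53-A138V + BP100-Luc; 1000 cells/well, Opti-MEM/10% FBS; cpd 4 pt, 1:5; 24 h, 37 deg C, 5% CO2; detection reagent 10 min RT; luminescence.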
TRPV1 ag = HTS Assay for Compounds that Act as Agonists of the Vanilloid Receptor 1. Transient receptor potential cation channel subfamily V member 1 (Homo sapiens), Q8NER1. TRPV1-expressing cells, Fluo-8 calcium influx, agonist mode. activation, % at 8.33 µM. 320,000 compounds, 0.19% hits; in the data active means activation above about 80%; inconclusive means between about 30% and that limit; further: 0% is about no effect
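Cells expressing TRPV1 were dye-loaded with Fluo-8 and read kinetically: 10 s baseline, 3 min after compound (agonist portion), then 2 min after EC20 capsaicin (allosteric enhancer portion). Calcium-bound dye fluorescence at 480/520 nm.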
ELG1 repair inh = qHTS screen for small molecules that inhibit ELG1-dependent DNA repair in human embryonic kidney (HEK293T) cells expressing luciferase-tagged ELG1; Potency, µM (titrated, usually from 46.1 µM), without a hit: at the top dose activity change, negative = inhibition, actives largely listed as inhibitors; HEK293T ELG1-luciferase reporter, luminescence, 16 h; DNA damage induced by 5-fluorouridine; 330,000 compounds, 2.3% hits; AID 504467, 2011; further: potency means the concentration at half of the fitted maximal effect; on the % scale 0 is the no-effect control and ±100 the full control effect; nearly all actives have a fitted effect of over 55% in size
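DMSO vehicle served as the neutral condition. Each well held 2,000 cells given 5-fluorouridine plus compound; after 16 hr at 37 °C/5% CO2, ONE-Glo was added and luciferase measured 30 min later.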
MLL CXXC-DNA inh = qHTS Fluorescence Polarization Assay for Inhibitors of MLL CXXC domain - DNA interaction | Histone-lysine N-methyltransferase 2A (Homo sapiens), Q03164 | MLL-CXXC / FITC-HOXA9 DNA fluorescence polarization | Potency, µM (highest dose often 115 µM), for the others: top-dose activity change, negative = inhibition, most hits filed as inhibitors | 290,000 compounds, 0.037% hits | AID 2662, 2010; active means well fitted inhibition curve with a large enough effect in the polarisation, with a control signal flat, not every such curve was filed as active; inconclusive means small, poorly fitted or top-dose-only effect, or effect the other way, or a change in a side signal; inactive means no such curve, though single readings can be large or run the other way; the % refers to the polarisation; further: potency means the concentration at half of the fitted maximal effect
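Steps: dispense CXXC domain solution (7 uM) → pin compounds or unlabeled HOX-A9 DNA control → 5 min ambient → add FLSN-HOX-A9 solution (50 nM) → spin → 30 min ambient → fluorescence polarization. Tris pH 7.5/NaCl/DTT/BSA buffer.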
BRCA1 expr act = qHTS Assay to Identify Small Molecule Activators of BRCA1 Expression | MCF7-BRCA1-FFLuc reporter, luminescence, 48 h; response scale: scaled: vehicle 0%, 10 µM genistein 100% | Potency, µM (highest dose often 46.1 µM), inactives show top-dose activation, most hits filed as activators | 380,000 compounds, 1.1% hits | AID 624202, 2012; further: potency means the concentration at half of the fitted maximal effect; nearly all actives have a fitted effect of over 80% in size; some results filed as inactive show a strong effect at the top dose
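Quantitative HTS in MCF7 cells stably reporting BRCA1 expression via firefly luciferase. Compound treatment lasts 48 h at 37 °C in phenol-red free MEM. Activation is expressed relative to genistein at 10 microM and DMSO.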
B2AR arrestin = qHTS assay of beta-arrestin-biased ligands of beta2-adrenergic receptor. AID 492947, 2010. 330,000 compounds, 0.02% hits. Beta-2 adrenergic receptor (Homo sapiens), P07550. beta-arrestin recruitment to beta2AR, cell-based reporter. Potency, µM (titrated, usually from 46.1 µM), for the others: at the top dose activation, hits mostly activators;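 further: potency means the concentration at half of the fitted maximal effect; 0% = DMSO controls and full agonism = EC100 isoproterenol or metaproterenol; nearly all actives have a fitted effect of over 65% in size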
Target sequence (P07550 whole entry, looked up): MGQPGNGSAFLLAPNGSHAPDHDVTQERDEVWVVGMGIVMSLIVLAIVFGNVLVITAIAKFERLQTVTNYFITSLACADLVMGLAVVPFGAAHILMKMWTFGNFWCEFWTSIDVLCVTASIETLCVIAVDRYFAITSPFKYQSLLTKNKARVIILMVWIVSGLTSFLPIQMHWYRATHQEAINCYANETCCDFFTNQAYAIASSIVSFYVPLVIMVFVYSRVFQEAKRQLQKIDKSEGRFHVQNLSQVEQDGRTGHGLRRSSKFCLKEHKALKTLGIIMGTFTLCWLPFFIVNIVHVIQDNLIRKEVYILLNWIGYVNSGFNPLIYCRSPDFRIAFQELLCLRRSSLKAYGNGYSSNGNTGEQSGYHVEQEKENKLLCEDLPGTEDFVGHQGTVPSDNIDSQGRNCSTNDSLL
AT treatment = qHTS Assay for Identifying a Potential Treatment of Ataxia-Telangiectasia; […] A-T fibroblasts, KAP-1 phosphorylation AlphaLISA; neocarzinostatin DNA damage 30 min before lysis; Potency, µM (top dose mostly 57.5 µM), inactives show at the top dose activation, actives largely listed as activators; 320,000 compounds, 0.19% hits; AID 485349, 2010; further: potency means the concentration at half of the fitted maximal effect; % of control where 0% means no effect; nearly all actives have a fitted effect of over 45% in size
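hTERT-immortalized A-T patient fibroblasts ([…]), 500 cells/well in OPTI-MEM, 1% FBS, got compounds for 60 min, then NCS for 30 min at 37C. Lysates were then assayed for phospho-KAP-1 by AlphaLISA (anti-pKAP1 donor, anti-KAP1 acceptor beads), 6 hr at 25C.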
Numbers without * were called inactive; ? = inconclusive; . = not tested or not shown; [ ] = remark or other dose. Unless noted, the call rests on the fitted dose curve; in most records, active means well fitted curve in the direction sought with a large enough effect; inconclusive means small, poorly fitted or top-dose-only effect, or another doubt; inactive means no such curve, though single readings can be large; an effect the other way counts as inactive or inconclusive.

1) CCOc1cc(Cl)c(S(=O)(=O)NCCCN2CCOCC2)cc1Cl
2) COCc1nnc(NC(=O)CCN2C(=O)c3ccccc3C2=O)s1
3) COc1ccc(C(=O)NCC(=O)N=Nc2c(O)n(C)c3ccccc23)cc1OC
4) COc1ccc(CN2CCN(c3ccccc3OC)CC2)c(OC)c1
5) O=C(N/N=C/c1ccc([N+](=O)[O-])o1)c1ccc(NS(=O)(=O)c2cccs2)cc1
6) CCCCNc1c(-c2ccc(SC3CCCCC3)cc2)nc2cnccn12
7) Cc1[nH][nH]c(=O)c1C(c1ccc2c(c1)OCO2)c1c(C)[nH][nH]c1=O
8) COc1ccc(OC)c(/C(O)=C/C(=O)C(=O)Nc2cc(C)cc(C)c2)c1
9) Cc1cccc(/C=N/NC(=O)Cc2ccc(Cl)cc2)c1O
10) COc1ccc(OCCNC(=O)c2ccccc2OCC(=O)Nc2ccc(NC(C)=O)cc2)cc1
assay / entry	1	2	3	4	5	6	7	8	9	10
TCR act	0%	5%	-2%	.	7%	-7%	-3%	-3%	0%	3%[46.1 µM]
Integrin act MD	15%	20%[7.66 µM]	30%	?	24%	-35%	9%	17%	-33%	-23%
TSG101-PTAP inh	2%	-8%	2%	-11%	2%	-8%	-2%	-3%	1%	2%
p53 reactivation	-6%	-3%	-2%	4%	7%	13%	-7%	0%	11%	-2%
TRPV1 ag	0	-3	1	2	4	.	5	-4	-4	3
ELG1 repair inh	3%	0%	?	-26%	21µM*	?	6%	?	?	16µM*
MLL CXXC-DNA inh	9%	-3%	1%	1%	-5%	.	2%	-14%	-2%	2%
BRCA1 expr act	-18%	0%	18%	10%	0%	-56%	16%	-16%	-70%	5%
B2AR arrestin	0.0%	-3.5%	0.0%	-0.7%	0.6%	-0.2%	0.0%	0.2%	-0.6%	-0.4%
AT treatment	-3%	-4%	-1%	-14%	14%	?	0%	-3%	-10%	6%

Complete entries from above.
Entry for `COc1ccc(OCCNC(=O)c2ccccc2OCC(=O)Nc2ccc(NC(C)=O)cc2)cc1` → TCR act: 3%[46.1 µM]; Integrin act MD: -23%; TSG101-PTAP inh: 2%; p53 reactivation: -2%; TRPV1 ag: 3; ELG1 repair inh: 16µM*; MLL CXXC-DNA inh: 2%; BRCA1 expr act: 5%; B2AR arrestin: -0.4%; AT treatment: 6%
Entry for `COc1ccc(OC)c(/C(O)=C/C(=O)C(=O)Nc2cc(C)cc(C)c2)c1` → TCR act: -3%; Integrin act MD: 17%; TSG101-PTAP inh: -3%; p53 reactivation: 0%; TRPV1 ag: -4; ELG1 repair inh: ?; MLL CXXC-DNA inh: -14%; BRCA1 expr act: -16%; B2AR arrestin: 0.2%; AT treatment: -3%

The listing continues:
11) COc1ccc(NC(=O)Cn2c(-c3ccccc3)cn(-c3ccc(C)cc3)c2=O)cc1
12) CCOc1ccccc1/C=C\c1nc(O)c([N+](=O)[O-])c(=O)[nH]1
13) CC(C)N(C(=O)COC(=O)c1cccc(C(=O)OCC(=O)N(C(C)C)C(C)C)n1)C(C)C
14) Cc1ccc(S(=O)(=O)Oc2ccc(/C=N/N=C3/NC(=O)C(CC(=O)O)S3)cc2)cc1 (stereo unspecified)
15) c1ccc(OCCOCCN2CCc3ccccc3C2)cc1
16) Cc1ccc(/C=N/n2c(-c3cccc(Cl)c3)n[nH]c2=S)o1
17) CCOC(=O)c1c(C)c(C(=O)NCCCOC(C)C)c(C)n1C
18) CCSc1ccc(C(=O)Nc2cccc(C)n2)cc1[N+](=O)[O-]
19) COc1ccc(/C=C2\COc3ccccc3C2=O)cc1OC
20) CCOC(=O)CSc1nc2ccccc2c(=O)n1CC
assay / entry	11	12	13	14	15	16	17	18	19	20
TCR act	-77%	-2%	-5%	2%	2%[46.1 µM]	1%	4%	-5%[46.1 µM]	-11%[46.1 µM]	4%
Integrin act MD	-7%	-14%	8%	1%	-24%	?	8%	9%	-32%	12%
TSG101-PTAP inh	-3%	-4%	1%	-2%	-2%	1%	1%	1%	-1%	-5%
p53 reactivation	0%	25%	1%	-3%	-6%	-2%	1%	25%	?	-5%
TRPV1 ag	25	-4	-8	0	0	1	4	2	7	3
ELG1 repair inh	?	17%	-8%	6%	0%	1%	-1%	5%	?	11%
MLL CXXC-DNA inh	12%	-1%	13%	1%	-2%	10%	13%	-2%	6%	3%
BRCA1 expr act	-17%	-15%	1%	-2%	-4%	-9%	1%	28%	-78%[inhibitor]	7%
B2AR arrestin	-0.4%	0.4%	-0.5%	0.1%	-0.4%	0.4%	0.1%	-0.7%	-0.3%	0.2%
AT treatment	-5%	-14%	0%	1%	-6%	-1%	-1%	12%	?	-2%

21) O=C(COc1ccccc1)Nc1ccc(C(=O)N2CCCC2)cc1
22) COc1cccc(/C=C2/SC(=S)N(CC(=O)NC3C=CS(=O)(=O)C3)C2=O)c1 (stereo unspecified)
23) Oc1ccc(/C=N/NC(=S)Nc2cccnc2)cc1
24) Nc1ccccc1C(=O)NCc1ccccc1
25) O=C(c1oc2ccccc2c1CSCc1ccccc1)N1CCN(c2ncccn2)CC1
26) O=c1cc(N2CCCCC2)c(-c2ccccc2)nn1Cc1ccc(Cl)cc1Cl
27) c1ccc(-n2ncc3cccnc32)cc1
28) CSc1ccc(CN2CCCCCC2)cc1
29) COc1cc(OC)c(NC(=S)NCc2ccc(F)cc2)cc1Cl
30) CC1=CC(=NOC(=O)c2cccc([N+](=O)[O-])c2)C=C(C)C1=O
assay / entry	21	22	23	24	25	26	27	28	29	30
TCR act	5%	9%	-1%	1%	.	1%	-6%	.	-6%	6%
Integrin act MD	0%	3%	?	-25%	22%	4%	24%	0%	0%	-39%[inhibitor]
TSG101-PTAP inh	-1%	0%	-1%	0%	-9%	-5%	-5%	2%	-1%	-5%
p53 reactivation	-3%	4%	8%	0%	3%	?	1%	.	-5%	-16%
TRPV1 ag	-2	4	0	14	28	-2	2	-6	-3	2
ELG1 repair inh	11%	10%	?	?	?	-9%	7%	2%	-1%	6%
MLL CXXC-DNA inh	-27%	9%	-2%	2%	-6%	-4%	-2%	3%	-3%	2%
BRCA1 expr act	7%	-41%	?	0%	-39%	-21%	48%	-9%	0%	-76%
B2AR arrestin	0.7%	-0.3%	-0.6%	-0.2%	-0.2%	0.4%	-0.1%	0.1%	0.0%	-0.2%
AT treatment	-2%	-9%	18%	.	0%	22%	0%	5%	-3%	-3%

31) c1ccc2c(NCCc3c[nH]c4ccccc34)c3ccccc3nc2c1
32) Cc1ccc(S(=O)(=O)N2CCN(C(=O)COC(=O)CCCOc3ccccc3)CC2)c(C)c1
33) O=C(NCCCN1CCOCC1)C(=O)N/N=C/c1c2ccccc2cc2ccccc12
34) COC(=O)C(C)Sc1nnc(Cc2cc(=O)[nH]c(=O)[nH]2)n1-c1cccc(OC)c1 (stereo unspecified)
35) Cc1ccc(S(=O)(=O)N(C)C)cc1NC(=O)C(C)Sc1ccccc1 (stereo unspecified)
36) O=C(C1=C(O)C(=O)N(c2ncccn2)C1c1ccc(F)cc1)c1ccco1 (stereo unspecified)
assay / entry	31	32	33	34	35	36
TCR act	-3%	.	1%[46.1 µM]	-4%	1%	-3%
Integrin act MD	-59%[inhibitor]	10%	-56%[inhibitor]	-7%	-11%	36%
TSG101-PTAP inh	2%	-1%	-3%	-4%	-4%	-3%
p53 reactivation	3%	0%	-15%	7%	-1%	0%
TRPV1 ag	-3	2	1	.	2	-3
ELG1 repair inh	?	1%	?	1%	-11%	11%
MLL CXXC-DNA inh	?	.	2%	2%	-1%	2%
BRCA1 expr act	-56%	4%	-78%	-15%	-11%	0%
B2AR arrestin	0.3%	-0.3%	-3.7%	0.1%	-1.6%	0.2%
AT treatment	-20%	8%	3%	-1%	2%	-11%

Screening data from PubChem BioAssay.
